Source: PubChem BioAssay
ST2 inh = inhibitors of human ST2 (IL1RL1) binding to IL-33, primary screen, biochemical, AlphaLISA; Interleukin-1 receptor-like 1 (Homo sapiens), Q01638; inhibition, % for hits at 17 µM; AlphaLISA ST2-Fc/biotin-IL-33 interaction, 1 h; 2.3% of 78,000 active; in the data active means inhibition above about 30%; inconclusive means mostly about 10% to 28%
Target sequence (Q01638 whole entry, looked up): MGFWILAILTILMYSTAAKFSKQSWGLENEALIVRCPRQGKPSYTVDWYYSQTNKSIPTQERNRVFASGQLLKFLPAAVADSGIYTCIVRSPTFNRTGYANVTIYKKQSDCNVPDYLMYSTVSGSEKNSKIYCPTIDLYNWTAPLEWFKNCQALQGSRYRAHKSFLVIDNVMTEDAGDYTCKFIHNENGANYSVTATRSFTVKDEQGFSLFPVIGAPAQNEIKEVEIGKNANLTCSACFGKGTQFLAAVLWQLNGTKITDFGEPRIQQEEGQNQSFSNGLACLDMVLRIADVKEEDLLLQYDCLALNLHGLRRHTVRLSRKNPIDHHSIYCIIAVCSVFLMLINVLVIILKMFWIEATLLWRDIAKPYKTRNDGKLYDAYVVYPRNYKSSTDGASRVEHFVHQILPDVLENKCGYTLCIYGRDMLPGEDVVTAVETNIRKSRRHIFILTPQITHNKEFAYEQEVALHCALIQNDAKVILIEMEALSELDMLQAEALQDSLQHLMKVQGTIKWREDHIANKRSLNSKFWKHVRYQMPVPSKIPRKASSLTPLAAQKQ
Starred values were filed as active, the others as inactive; i = inactive; ? = inconclusive.

Compound	ST2 inh
Cc1ccc(NC(=O)c2oc3ccccc3c2NC(=O)c2cc3ccccc3oc2=O)cc1	i
CC(C)(O)C#Cc1ccc(CN2CCCn3cncc3C2)s1	?
Cc1ccc(NC(=O)c2cccs2)cc1C	i
CCN(CC)CCNC(=O)CSc1cc(=O)n(C)c2cc(Cl)ccc12	i
CCc1ccccc1NC(=O)c1cccc(Br)c1	i
Cn1nc(C(=O)N2CCSCC2)c2c1CCC(NCC1(c3ccccc3)CCOCC1)C2 (stereo not given)	i
CCN(CC)C(=O)C1CCCN(Cc2cc(Br)c(OC)cc2OC)C1 (stereo not given)	i
COc1ccc(-c2cc(C[C@H]3CNCC[C@H]3CC(=O)NCc3cccnc3)no2)cc1	i
O=C(Nc1cccnc1)c1noc2c1CCc1ccccc1-2	i
COCCn1c(CNC(=O)c2ccc(OC)cc2)nc2cccnc21	i
COc1ccc(C(=O)O)cc1S(=O)(=O)Nc1ccc(F)cc1	?
CCCCSc1nnc(-c2ccccc2N)c(=O)[nH]1	i

Later entries.
Compound	ST2 inh
COc1ccccc1/C=C1\N=C(c2cccc([N+](=O)[O-])c2)OC1=O	i
CC(C)Cc1cc(C(=O)NCC(c2cccnc2)N2CCCC2)n(C)n1 (stereo not given)	?
O=S(=O)(c1ccc(Oc2ccccc2)cc1)N1CCc2ccccc2C1	i
CNc1nc2c(C)cccn2c(=O)c1C=Nc1ccc(Cl)cc1	i
NC(N)=NC(N)=Nc1cccc(Cl)c1	i
CCOC(=O)c1c(NC(=O)c2cccc(Br)c2)sc(C(C)=O)c1C	i
CC(=O)c1ccc(NC(=O)Cn2c(-c3nonc3N)nc3ccccc32)cc1	i
CCCCc1cc(C[C@H]2CNCC[C@H]2CC(=O)NCc2ccc3c(c2)OCO3)no1	i
Cc1cc(Cl)cc(Cl)c1CNC(=O)CC1C(=O)NCCN1CC(C)C (stereo not given)	?
CC1=NN2C(C1)c1ccccc1OC21C(=O)Nc2ccccc21 (stereo not given)	i
CC(C)CN1C(=O)N(CCc2ccccc2)C2(CCN(Cc3cc(F)ccc3F)CC2)C1=O	i
CCOc1ccc(OCCSc2nc3ccccc3n2CC(N)=O)cc1	i

Continuation:
Compound	ST2 inh
Cc1cccc(-c2cc(N3CCN(S(=O)(=O)c4ccccc4)CC3)ncn2)c1	i
CCCCNC(=O)CCc1nc2sc3c(c2c(=O)[nH]1)CCCC3	i
COc1nccnc1-c1cccc(Cl)c1Cl	i
C=Cc1ccc(C(=O)N(C)CC2CCCN(CCc3ccccc3C)C2)cc1 (stereo not given)	i
Cc1ccccc1-n1nc2c(c1NC(=O)c1cc(Br)ccc1Cl)CS(=O)C2 (stereo not given)	i
CCc1cc2c(=O)c(-c3ccc4c(c3)OCCO4)coc2cc1OC(C)C	i
CO[C@H]1COC[C@@H]1NCC(=O)Nc1cccc(F)c1C	i
CC1=C(C(=O)Nc2ccc(Cl)cc2)C(c2ccncc2)n2ncnc2N1 (stereo not given)	i
O=C(O)CC(NC(=O)c1ccccc1)c1ccccc1 (stereo not given)	i
CC1CC(C)CN(c2ncnc3c2cnn3-c2ccccc2)C1 (stereo not given)	?
CC12C(=O)N(c3cccc([N+](=O)[O-])c3)C(=O)C1C1C=CC2C1 (stereo not given)	i
CC(C)(C)c1ccc(-c2cc(C[C@H]3CNCC[C@H]3CC(=O)N3CCOCC3)no2)cc1	i

Going on with the list.
Compound	ST2 inh
Cc1ccc(S(=O)(=O)N2CCc3ccccc32)cc1[N+](=O)[O-]	36%*
CCCn1c(NC(=O)C2CCCCC2)nc2ccccc21	?
O=c1c2sccc2n(Cc2ccccc2)c(=O)n1-c1cc(F)ccc1F	i
COc1cc(C)c2c(OC)c(C)c(=O)oc2c1OC	i
CN1C(=O)C(N=Cc2ccccc2)N(c2ccccc2)C1=O (stereo not given)	i
COC(=O)c1c(NC(=O)C(C)(C)C)sc2c1CCC(C)C2 (stereo not given)	i
Cc1nsc(NC(=O)N2CCC(CN)CC2)n1	i
O=C(CN1CCOCC1)N1CCCc2c1c(=O)oc1ccc(OCc3ccccc3)cc21	?
Cc1nn(C)cc1-c1ccnc(NCc2cc(-c3ccccc3)n(C)n2)n1	i
Cc1ccc(OCCOc2cccc3ccc(C)nc23)c([N+](=O)[O-])c1	i
O=C1NCCN1CCn1ccnc1-c1ccc(CO)o1	i
O=C(c1sccc1S(=O)(=O)N1CCCC1)N1C[C@H]2CC=CC[C@H]2C1	i

Seven records drawn at random from the list so far, as already listed:
Compound	ST2 inh
Cc1nn(C)cc1-c1ccnc(NCc2cc(-c3ccccc3)n(C)n2)n1	i
O=C1NCCN1CCn1ccnc1-c1ccc(CO)o1	i
COc1cc(C)c2c(OC)c(C)c(=O)oc2c1OC	i
COC(=O)c1c(NC(=O)C(C)(C)C)sc2c1CCC(C)C2 (stereo not given)	i
O=c1c2sccc2n(Cc2ccccc2)c(=O)n1-c1cc(F)ccc1F	i
CN1C(=O)C(N=Cc2ccccc2)N(c2ccccc2)C1=O (stereo not given)	i
O=C(c1sccc1S(=O)(=O)N1CCCC1)N1C[C@H]2CC=CC[C@H]2C1	i

Next structures follow:
Compound	ST2 inh
CCN(C(=O)c1cccc(C)c1)c1ccccc1	i
Cc1cccc(Cc2nnc(NC(=O)N(C)Cc3ccco3)s2)c1	?
CCOc1ccccc1N1CCN(Cc2ccc(Br)s2)CC1	i
CC1CC(C)CN(CCCNC(=O)Cc2c(C(=O)O)[nH]c3ccccc23)C1 (stereo not given)	i
Cc1ccc(CNC(=O)CN(c2ccc(C(C)C)cc2)S(=O)(=O)c2c(C)nn(C)c2C)cc1	i
O=C1NC(=Nc2ccccc2)SC1Cc1cccc(Cl)c1 (stereo not given)	?
c1sc(CN2CCC3(CCOCC3)CC2)cc1CN1CCCC1	?
CCN1/C(=C2/N=C(c3ccccc3)OC2=O)C=Cc2ccccc21	56%*
CN1CCN(C2=NC(=O)/C(=C\c3ccc(Br)cc3)S2)CC1	i
COC(C(=O)N(C)Cc1ccc(C)o1)c1ccccc1 (stereo not given)	?
CCc1c(O)nc(SCC(=O)Nc2ccccc2C)[nH]c1=O	i
C=CCn1nc(C(=O)N2CCSCC2)c2c1CCC(NCc1cc(-c3ccccc3)on1)C2 (stereo not given)	?

The results go on:
Compound	ST2 inh
COc1cccc(CN2CCCC3(CCN(Cc4cnn(C(C)C)c4)C3)C2)c1OC (stereo not given)	i
COc1ccc(NC(=O)CCC2CCCN(Cc3csc(C(C)=O)c3)C2)c(C)c1 (stereo not given)	i
Clc1ccc(/C=C/c2ncc3ccccn23)cc1	?
COc1cc(NC(=O)CN2C[C@@H](C)O[C@@H](C)C2)ccc1NC(=O)CC(C)C	i
CCCc1ccc(-c2ccc(OC(F)F)cc2)nc1	i
COc1ccc(NC2=CC(=NS(=O)(=O)c3ccc(C)cc3)c3ccccc3C2=O)cc1	92%*
CC(C)NC(=O)[C@@H]1C[C@@H](N)CN1Cc1cc(C(C)C)no1	i
Cc1ccc2nc(-c3c[nH]c4ccccc34)c(NC3CCCCC3)n2c1	?
CCSc1nc(C2CC2)cc(-c2cccs2)c1C#N	i
COc1ccccc1Nc1nc(-c2cc(C)ccc2C)cs1	i
Cc1[nH]c2c(c1C(=O)N1CCCN(CC3CC3)C(C(C)C)C1)C(=O)CCC2 (stereo not given)	i
O=C(CN1CCN(Cc2ccc(F)cc2Cl)S1(=O)=O)Nc1ccc2c(c1)OCCO2	i

Going on with the list.
Compound	ST2 inh
COc1ccc(C2C(C#N)=C(N)OC3=C2C(=O)CC(c2ccccc2)C3)c(OC)c1 (stereo not given)	?
O=C(Nc1ccccc1C(F)(F)F)C1c2ccccc2Oc2ccccc21	i
CCC(=O)NCCSc1c[nH]c2ccccc12	i
O=C(NC1CCCCCCC1)c1ccc2c(c1)ncn2C1CCCC1	i
Cn1c(CN2C[C@H](O)C[C@H]2c2nc(-c3ccc(OC(F)(F)F)cc3)no2)nc2ccccc21	?
O[C@H]1[C@H](NCC2CCCCC2)[C@H]2CO[C@H](O2)[C@@H]1Sc1ccccc1	i
COC(=O)c1cn([C@H]2CO[C@H]3[C@@H]2OC[C@@H]3NCCCc2ccccc2)nn1	i
CCOC(=O)c1cc2c(n(-c3ccc(Cl)cc3)c1=O)CC(C)(C)CC2=O	i
COc1ccc(Cl)cc1NC(=O)CCCn1cnc([N+](=O)[O-])n1	?
Cc1ccc(NC(=O)N2Cc3[nH]cnc3C[C@H]2c2nc(-c3cccc([N+](=O)[O-])c3)no2)cc1	i
CSc1nnc2c(n1)OC(c1ccc([N+](=O)[O-])cc1)Nc1ccccc1-2 (stereo not given)	i
O=[N+]([O-])c1ccccc1OCC(O)CN1CCN(c2ccccc2F)CC1 (stereo not given)	i

(next part)
Compound	ST2 inh
CCN(C(=O)CCc1nc(-c2ccc(C)cc2)no1)c1ccc(C)c(C)c1	?
COc1ccc(Br)cc1C(=O)Nc1cc2ccccc2oc1=O	i
Cc1ccc(C(=O)Nc2ccc(N3CCOCC3)c(Cl)c2)cc1[N+](=O)[O-]	i
CCc1nn(C)c(NC(=O)c2ccc(CN3CCNC(=O)C3C)cc2)c1CC (stereo not given)	i
O=c1/c(=C/c2ccc(OCc3ccccc3)cc2)sc2nc(-c3cccnc3)nn12	i
Cc1ccccc1-n1ncc2c1CC(C)(C)CC2NC(=O)c1ccc(C#CC(C)(C)O)o1 (stereo not given)	i
Cc1cc(C)c(S(=O)(=O)NCCn2c(-c3ccccc3)nc3cccnc32)cc1C	i
Cc1ccc(Cl)cc1N1C(=O)c2c(C)nc3ccccc3c2C1=O	31%*
Cc1c(O)ccc(/C(O)=C/c2nc3ccccc3s2)c1O	i
COC(=O)[C@@H]1C[C@@H](N(C)C)CN1Cc1cc2c(cc1OC)CCC2	?
Cc1nc2scc(-c3ccc(Br)cc3)c2c(=O)o1	i
O=C(O)CSc1nc2ccccc2c(=O)n1-c1ccccc1	i

Going on with the list.
Compound	ST2 inh
CCOC(=O)C1=C(C)NC2=C(C(=O)CC(C)(C)C2)C1c1cc(Cl)cc(Cl)c1OC (stereo not given)	i
COc1ccc2cc(C3CN(C(=O)c4cc(=O)c(OC)c[nH]4)CCO3)ccc2c1 (stereo not given)	?
Cc1cc(C(=O)N2CCN(c3ccc([N+](=O)[O-])cc3)CC2)c(C)o1	i
Cn1c(=O)c2c3c(sc2n2c(SCc4ccccc4)nnc12)CCC3	i
O=C(CCC1CCCN(Cc2cc3c(cc2Cl)OCO3)C1)N1CCOCC1 (stereo not given)	i
Cc1ccc(-c2csc(NC(=O)CSc3nc4ccccc4o3)n2)cc1	i
COc1ccccc1CNC(=O)CN(c1cc(C)cc(C)c1)S(C)(=O)=O	i
Cc1ccc(-c2nnc(CN3CCCC4(CNC(=O)O4)C3)o2)n1C (stereo not given)	i
O=C1NC2(O)C(=O)c3ccccc3C2(O)N1c1ccccc1 (stereo not given)	i
Cn1c(CNC(=O)CC2CCCC2)nnc1SCc1ccccn1	i
CC(C)N(Cc1cn(C)nc1-c1ccc(C2CCCCC2)cc1)Cc1nccn1C	?
O=C(Nc1ccc2oc(-c3cc(F)c(F)cc3Cl)nc2c1)c1ccco1	?

More records
Compound	ST2 inh
O=C(Nc1ccc(S(=O)(=O)Nc2nccs2)cc1)c1ccncc1	i
Cc1ccc(NC(=O)c2ccc(Br)o2)cc1[N+](=O)[O-]	?
Cn1c(=O)c2c(nc(OCCc3ccccc3)n2Cc2ccccc2F)n(C)c1=O	30%*
O[C@@H]1C[C@@H](c2nc(-c3ccc(C(F)(F)F)cc3)no2)N(Cc2cc3ccccc3o2)C1	i
Cc1ccc2nc(C3CCCN3CC(=O)NCc3ccccn3)[nH]c2c1 (stereo not given)	?
CCC1c2cccn2CCN1S(=O)(=O)NCc1ccccc1 (stereo not given)	?
CCN(CC)c1ccc2cc(-c3nc(-c4ccccc4)n[nH]3)c(=O)oc2c1	i
COc1ccc2nc(NS(=O)(=O)Cc3ccccc3)sc2c1	i
COCCn1cc(C(=O)NCCC(C)C)c2c3ccccc3n(C)c2c1=O	i
Cc1c(NC(=O)C(C)Oc2ccc(F)cc2)c(=O)n(-c2ccccc2)n1C (stereo not given)	i
Cc1ccc2c(c1)N(C(C)C(=O)NCc1ccco1)C(=O)CO2 (stereo not given)	i
c1cncc(CN2CCCC(n3cc(-c4ccc5c(c4)OCCO5)nn3)C2)c1 (stereo not given)	?

Three entries from above, ordered by SMILES length, descending:
Compound	ST2 inh
CCN(CC)CCNC(=O)CSc1cc(=O)n(C)c2cc(Cl)ccc12	i
COc1ccc(C(=O)O)cc1S(=O)(=O)Nc1ccc(F)cc1	?
Cc1ccc(NC(=O)c2cccs2)cc1C	i

Additional records.
Compound	ST2 inh
O=C(Nc1cccc2c(-c3ccccc3)ccnc12)C1CC1	?
Cc1cc(Oc2ccccc2F)c(F)cc1[N+](=O)[O-]	31%*
COc1ccc(CN2CCC(N3CCCCC3)CC2)c(OC)c1C	?
O=C1N=C(N2CCN(c3ccccc3)CC2)S/C1=C/c1ccc(O)cc1	i
Cc1ccc(-c2noc([C@@H]3C[C@@H](O)CN3Cc3ccc(C(=O)O)cc3)n2)cc1F	i
Cn1cc(CN2CCCC2c2ccccn2)c2ccccc21 (stereo not given)	?
CNc1oc(C)nc1S(=O)(=O)c1ccc(C)cc1	i
O=C(Cn1c2ccccc2c(=O)c2ccccc21)Nc1ccccc1Cl	i
Cc1ccc(CNC(=O)Cn2c(=O)n(-c3ccc(C)c(F)c3)c(=O)c3sccc32)cc1	i
COc1ccc2nc(NC(=O)CSc3cc(=O)n(C)c4ccccc34)sc2c1	i

The list is partial; the hit share may differ from the screen's.
